High-throughput results from PubChem.
RGS12 GoLoco inh = inhibitors of human Gai1-RGS12 GoLoco interaction (red fluorophore). Potency, µM (doses to about 61.6 µM), inactives show at the highest dose activity, negative = inhibition, usual class: inhibitors. Gai1:RGS12 GoLoco peptide FP, rhodamine, 10 min. 230,000 compounds, 0.44% hits. P63096. AID 880; active = well fitted inhibition curve with a large enough effect, not every such curve was filed as active; inactive = no such curve, though single readings can be large or run the other way; note: % is set by controls: 0 for no effect and ±100 for the full control effect; nearly all actives have a fitted effect of over 30% in size; many of its hits are not listed in these tables
Target sequence (P63096 whole entry, looked up): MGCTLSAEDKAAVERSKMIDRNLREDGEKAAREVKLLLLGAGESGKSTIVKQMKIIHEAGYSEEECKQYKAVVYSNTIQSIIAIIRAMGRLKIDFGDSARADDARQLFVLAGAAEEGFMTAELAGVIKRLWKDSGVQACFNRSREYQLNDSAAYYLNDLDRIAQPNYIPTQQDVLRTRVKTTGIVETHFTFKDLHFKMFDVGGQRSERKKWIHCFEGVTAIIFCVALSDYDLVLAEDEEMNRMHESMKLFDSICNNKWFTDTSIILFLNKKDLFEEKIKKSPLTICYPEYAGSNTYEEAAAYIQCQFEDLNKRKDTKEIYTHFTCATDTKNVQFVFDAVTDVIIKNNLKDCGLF
KDM4E inh = blocks human JMJD2E demethylase activity | JMJD2E catalytic domain, FDH-coupled NADH fluorescence (FDH is formaldehyde dehydrogenase) | Potency, µM (highest dose often 57.1 µM), without a hit: at the top dose activity change, negative = inhibition, most hits filed as inhibitors | 230,000 compounds, 1.6% hits; active = well fitted inhibition curve with a large enough effect, not every such curve was filed as active; inconclusive = small, poorly fitted or top-dose-only effect, or another doubt; inactive = no such curve, though single readings can be large or run the other way;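 note: 0% = wells with enzyme and -100% = buffer wells without enzyme; nearly all actives have a fitted effect of over 50% in size; many of its hits are not listed in these tables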
Target sequence (B2RXH2 1-337 limits assumed): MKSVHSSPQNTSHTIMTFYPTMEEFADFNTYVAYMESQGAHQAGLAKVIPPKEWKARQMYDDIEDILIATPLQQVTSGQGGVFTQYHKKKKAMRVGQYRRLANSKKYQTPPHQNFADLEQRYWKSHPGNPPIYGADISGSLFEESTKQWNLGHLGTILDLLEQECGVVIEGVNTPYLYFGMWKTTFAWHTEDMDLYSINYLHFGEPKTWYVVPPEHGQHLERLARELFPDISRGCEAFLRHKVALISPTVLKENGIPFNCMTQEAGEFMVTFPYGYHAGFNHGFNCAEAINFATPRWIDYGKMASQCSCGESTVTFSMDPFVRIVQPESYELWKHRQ
GAA glycogen mod = inhibitors or activators of human alpha-glucosidase glycogen cleavage; AID 2100; recombinant GAA, glycogen substrate, Amplex Red glucose oxidase fluorescence; 300,000 compounds, 0.38% hits; Potency, µM (highest dose often 76.4 µM), inactives show top-dose activity change, negative = inhibition, hits mostly inhibitors;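 note: 0% = full enzyme reaction and -100% = no-enzyme basal signal; the screen sought inhibitors and activators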
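Natural-substrate format: glycogen cleavage by 4 nM human enzyme, glucose read by Amplex Red coupling (Ex 573, Em 610 nm). Normalized to enzyme and no-enzyme controls.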
GAA inhib = blocks human lysosomal alpha-glucosidase | P10253 | purified human GAA, 4-MU-alpha-glucoside fluorescence | Potency, µM (titrated, usually from 76.9 µM), without a hit: top-dose activity change, negative = inhibition, hits mostly inhibitors | 200,000 compounds, 0.005% hits;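 note: plate controls were uninhibited enzyme wells for no effect and no-enzyme background for full effect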
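Read-out is 4-methylumbelliferone fluorescence (Ex 365/Em 440 nm) after NaOH/glycine stop at pH 10. Enzyme 4 nM, substrate 400 uM, pH 5.0 citrate buffer, 20 min room temperature; AC50 from Hill-equation concentration-response.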
ALDH1A1 block = inhibitors of human aldehyde dehydrogenase 1A1; P00352; Purified ALDH1A1, NADH fluorescence, propionaldehyde substrate; Potency, µM (titrated, usually from 75.3 µM), for the others: at the highest dose activity, negative = inhibition, actives largely listed as inhibitors; 220,000 compounds, 7.3% hits; AID 1030; active = well fitted inhibition curve with a large enough effect, not every such curve was filed as active; inconclusive = small, poorly fitted or top-dose-only effect, or another doubt; inactive = no such curve, though single readings can be large or run the other way;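 note: plate controls were no enzyme wells and a reference inhibitor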
GLA spleen mod = inhibits or activates alpha-galactosidase in human spleen homogenate. P06280. human spleen homogenate, 4MU-alpha-Gal fluorescence, 40 min. Potency, µM (top dose mostly 80 µM), without a hit: at the highest dose activity change, negative = inhibition, hits mostly inhibitors. 240,000 compounds, 0.008% hits;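 note: 0% = enzyme with vehicle and -100% = no enzyme basal signal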
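Spleen homogenate 1 ug + cpd (titration) + 4-MU-alpha-D-galactopyranoside 1 mM; 37C 40 min; 50 mM citrate/phosphate pH 5.0, 0.01% Tween-20; stop pH 10; fluorescence 365/440; AC50 via Hill.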
SMN2 splice enh = increases expression of the SMN2 splice variant. Potency, µM (titrated, usually from 46.1 µM), for the others: at the highest dose activity change, positive = activation, most hits filed as activators. HEK293 SMN2-luciferase splicing reporter, luminescence, 30-36 h. 210,000 compounds, 2.8% hits; note: % of control where 0% means no effect; nearly all actives have a fitted effect of over 55% in size
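HEK293 cells carry an SMN2 […]–luciferase reporter in which exon 7 inclusion puts luciferase in frame. Cells were plated 10-12 h before compound addition, then incubated 30-36 h at 37C. ONE-Glo luminescence was read; sodium butyrate at 4.5 mM final served as control.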
aGlu spleen mod = inhibits or activates alpha-glucosidase in human spleen homogenate. 240,000 compounds, 0.006% hits. P10253. Potency, µM (highest dose often 79.9 µM), for the others: at the top dose activity change, negative = inhibition, hits mostly inhibitors. human spleen homogenate, 4-MU-alpha-glucoside fluorescence. AID 2112;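 note: 0% = enzyme with vehicle and -100% = no enzyme basal signal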
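Human spleen homogenate (1 ug) incubated with compounds and 1 mM 4-methylumbelliferyl-alpha-D-glucopyranoside in pH 5.0 citrate/phosphate buffer, 37 C, 40 min. Stopped at pH 10; 4-MU fluorescence (Ex 365/Em 440 nm); AC50 by Hill fit.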
Starred values were filed as active, the others as inactive; ? = inconclusive; . = no result given; [ ] = dose if it differs, or a comment. Unless noted, calls come from the whole dose curve; as a rule, active = well fitted curve in the direction sought with a large enough effect; inconclusive = small, poorly fitted or top-dose-only effect, or another doubt; inactive = no such curve, though single readings can be large; an effect the other way counts as inactive or inconclusive. Potency is the fitted concentration of half-maximal effect. Only part of the results is shown (hit frequency here may not be typical).

SMILES	RGS12 GoLoco inh	KDM4E inh	GAA glycogen mod	GAA inhib	ALDH1A1 block	GLA spleen mod	SMN2 splice enh	aGlu spleen mod
Cc1ccc(C(=O)N/N=C\c2cc3c(cc2Br)OCO3)s1	11%	?	6%	?	?	-1%	-7%	-1%
CCOC(=O)C(NC(=O)CC)(Nc1ccc(S(=O)(=O)Nc2cc(C)on2)cc1)C(F)(F)F (stereo unspecified)	2%	2%	3%	-2%	1%	-1%	-9%	0%
O=C(COc1cccc2ccccc12)NNC(=O)c1cccs1	-8%	-5%	-1%	-1%	5%	-6%	2%	6%
CCCNC(=O)COC(=O)/C=C/c1ccc(C)o1	-4%	-28%	1%	2%	?	2%	9%	-24%
COc1ccc2cc(C(=O)C3CCCN(Cc4cccc(C)n4)C3)ccc2c1 (stereo unspecified)	7%	?	-10%	-1%	?	5%	.	9%
CCOC(=O)CSc1nnc2n(C3CCCCC3)c(=O)c3c4c(sc3n12)CCCC4	8%	-9%	1%	-6%	-4%	-11%	7%	-15%
O=c1[nH]c2ccc(Cl)cc2c(-c2ccccc2)c1SC(=S)N1CCCCC1	8%	-4%	-8%	-8%	25µM*	-9%	-7%	-12%
CNC(=O)COc1ncnc2scc(-c3ccc(F)cc3)c12	23%	8%	4%	-5%	8%	14%	21%	2%
N#CC1=C(SCc2ccc(C#N)cc2)N=C(N)C(c2nc(-c3ccccc3)cs2)C12CCCCC2 (stereo unspecified)	16%	-23%	2%	-10%	6%	0%	-8%	-2%
COC(=O)c1cc(Cc2ccc(N)c(C(=O)OC)c2)ccc1N	-12%	?	7%	?	?	16%	-8%	0%
COc1ccc(S(=O)(=O)N2CCCC2C(=O)Nc2ccc(C(C)=O)cc2)cc1 (stereo unspecified)	-7%	-1%	1%	1%	?	-9%	5%	-9%
COc1ccc(NC(=O)c2cc([N+](=O)[O-])ccc2N2CCCC2)cc1	5%	8%	-11%	2%	9%	9%	.	5%
O=C(OCc1cc(=O)n2c(n1)sc1ccccc12)c1ccc2c(=O)n3c(nc2c1)CCC3	-5%	-15%	-5%	-8%	?	5%	-8%	8%
CCCCCC(=O)NC(Nc1ccc(S(N)(=O)=O)cc1)C(Cl)(Cl)Cl (stereo unspecified)	0%	10%	-2%	1%	13%	3%	2%	-2%
O=C(NC(=S)Nc1ccc2c(c1)OCCO2)c1ccco1	29%	-10%	-12%	.	.	7%	.	4%

The final 3 records of the part before lead into the next:
SMILES	RGS12 GoLoco inh	KDM4E inh	GAA glycogen mod	GAA inhib	ALDH1A1 block	GLA spleen mod	SMN2 splice enh	aGlu spleen mod
O=C(OCc1cc(=O)n2c(n1)sc1ccccc12)c1ccc2c(=O)n3c(nc2c1)CCC3	-5%	-15%	-5%	-8%	?	5%	-8%	8%
CCCCCC(=O)NC(Nc1ccc(S(N)(=O)=O)cc1)C(Cl)(Cl)Cl (stereo unspecified)	0%	10%	-2%	1%	13%	3%	2%	-2%
O=C(NC(=S)Nc1ccc2c(c1)OCCO2)c1ccco1	29%	-10%	-12%	.	.	7%	.	4%
Nc1nnc(CSCc2ccc(Cl)cc2)s1	0%	1%	-7%	0%	18%	4%	-8%	1%
c1ccc2nc(N3CCOCC3)c(N3CCOCC3)nc2c1	-2%	3%	6%	3%	-7%	-8%	3%	-6%
O=C(N/N=C/c1ccc([N+](=O)[O-])s1)c1cccc(Br)c1	28%	3%	2%	-8%	17%	-3%	-90%[inhibitor]	-8%
O=S(=O)(CC(c1ccccc1)N1CCCCC1)c1ccc(Cl)cc1 (stereo unspecified)	10%	-1%	7%	.	.	5%	.	5%
COc1cc(S(=O)(=O)N2CCCCC2)c(OC)cc1Br	2%	4%	11%	13%	-8%	-1%	.	0%
O=C(COc1ccc(Cl)cc1Cl)Nc1ccc(S(=O)(=O)NC2=NCCCCC2)cc1	.	2%	1%	1%	-3%	-4%	.	-6%
Fc1ccc(CN2CCCCCC2)c(F)c1	-15%	?	3%	-22%	-11%	17%	15%	1%
Brc1ccccc1-n1nnc(-c2nccs2)n1	0%	1%	11%	.	0%	-5%	.	-6%
COc1cccc(Nc2nnc(SCC(=O)N3CC(C)OC(C)C3)s2)c1 (stereo unspecified)	10%	1%	4%	1%	5%	5%	20%	-4%
OC1CCN(C(=S)NCCc2ccccc2)CC1	5%	5%	2%	0%	6%	-4%	-10%	-6%
Cc1nccn1CCN(C)Cc1cn(Cc2ccccc2)nc1-c1ccc2c(c1)OCO2	9%	3%	-12%	12%	-3%	-9%	-1%	-1%
COc1cc2cnc(Cl)nc2cc1OC	0%	?	5%	-1%	?	3%	6%	-6%
COc1ccc(N2C(=O)/C(=C\c3ccco3)N=C2SCC(=O)N(C(C)C)C(C)C)cc1Cl	46%[activator]	6%	-14%	-11%	-1%	2%	-12%	-8%
Nc1ccc(C(=O)N/N=C\C=C\c2ccc([N+](=O)[O-])cc2)cc1	10%	4%	-8%	3%	8%	-3%	-11%	-13%
Cc1cccc(C)c1NC1=NC(C)(C)N=C(N)N1	-4%	5%	-1%	-3%	5%	-14%	2%	-9%
CC(C)Cn1c(N)c(C(=O)COC(=O)c2ccncc2)c(=O)n(C)c1=O	19%	-9%	-8%	2%	-10%	0%	-23%	-10%
O=C(Nc1cccn2ncnc12)C(F)(F)F	-21%	-5%	0%	2%	1%	-3%	-6%	0%
Cc1nc(NCc2ccccc2)c2nc(-c3ccccc3)n(CC3CCN(C)CC3)c2n1	5%	?	.	.	-14%	-1%	4%	4%
COc1ccc([N+](=O)[O-])cc1NC(=O)CSc1nncn1-c1ccccc1	.	-15%	20%	-2%	-9%	2%	.	1%
Cc1onc(-c2c(Cl)cccc2Cl)c1C(=O)N1CCc2ccccc2C1	10%	3%	6%	2%	8%	-3%	-14%	-4%
COC(=O)c1ccc(COc2ccccc2/C=N/NS(=O)(=O)c2ccccc2)cc1	6%	5%	-6%	?	2%	10%	5%	-1%
O=C(c1ccccc1)c1c[nH]c2cc3c(cc2c1=O)OCCO3	-8%	-1%	-2%	-4%	?	-2%	22µM*	2%
Cc1ccc(NC(=O)c2ccc(NCc3ccc(F)cc3)nc2)cc1	11%	10%	4%	11%	?	-5%	.	-4%
CCOC(=O)c1[nH]c2cc(OC)c(OC)cc2c1NC(=O)CCN1CCSCC1	-8%	?	-5%	.	.	7%	.	-1%
CCn1cc(CN2CCCC(C(=O)c3ccc(-c4ccccc4)c(F)c3)C2)cn1 (stereo unspecified)	-3%	-11%	4%	.	.	0%	.	-2%
Cc1c(-n2cc(C(=O)c3ccccc3O)cc(C#N)c2=O)c(=O)n(-c2ccccc2)n1C	27%	-8%	-3%	-5%	?	-7%	-3%	-12%
CN1C(=O)CSc2ccc(NC(=O)NCc3ccco3)cc21	21%	14%	3%	-3%	1%	-6%	?	-9%
OCCN(Cc1ccccc1)C(=S)NC1CCCCC1	6%	6%	7%	-3%	0%	-10%	8%	-10%
Cc1cc(C)n(CC(=O)NCc2cc(-c3nn(C)c(=O)c4ccccc34)ccc2C)n1	4%	-3%	9%	-12%	?	1%	-45%[inhibitor]	-3%
CCCNC(=O)c1onc(CSc2ccccn2)c1C(=O)NCCC	1%	3%	2%	.	.	-2%	.	1%
O=c1nc(N2CCCCC2)nc2n1CCO2	2%	6%	4%	7%	9%	5%	-2%	-1%
Cc1ccc(CNC(=O)CC2C(=O)Nc3c2c(=O)n(C)c(=O)n3Cc2ccccc2)cc1 (stereo unspecified)	4%	-3%	-5%	-2%	-11%	6%	-2%	-12%
COc1ccccc1C1NC(=O)NC(C)=C1C(=O)Nc1cccc(C)c1C (stereo unspecified)	1%	2%	7%	-5%[15.4 µM]	4%	-10%	13%	-4%
COC(=O)c1ccc(COc2ccc(/C=C(\C#N)c3nc4ccccc4[nH]3)cc2OC)o1	108%[activator]	22µM*	0%	-6%	-6%	5%	-19%	-10%
CCN1CCN(C(=O)c2ccc(OC)c(S(=O)(=O)Nc3ccc(C)cc3)c2)CC1	4%	-10%	3%	6%	-2%	-5%	9%	-22%
O=C(c1ccco1)N1CCN(C(c2cccs2)c2nnnn2C2CCCCC2)CC1 (stereo unspecified)	-2%	5%	-14%	-12%	18µM*	11%	11%	4%
Cc1csc(=Nc2cccnc2)n1Cc1ccco1	4%	0%	3%	-2%	-4%	11%	8%	6%
COc1cccc2c1C(=O)c1c(O)c3c(c(O)c1C2=O)C[C@](O)(C(=O)CO)C[C@H]3O[C@@H]1C[C@H](N)[C@H](O)[C@H](C)O1	2.2µM*	-9%[25.5 µM]	.	.	-3%[20.9 µM]	21%[29.1 µM]	80%[20.6 µM]	2%[29.1 µM]
COc1c(/C=N/Nc2ccc([N+](=O)[O-])cc2[N+](=O)[O-])c(C)nn1-c1ccccc1	7%	-3%	-4%	1%	12%	0%	-31%[inhibitor]	-1%
Cn1c(C(=O)Nc2ccc3c(c2)OCO3)cc2c(=O)n(C)c3ccccc3c21	-25%	?	-2%	13%	?	0%	4%	-1%
CCOC(=O)N1CCN(C(=O)c2cc(-n3cnnc3)ccc2Cl)CC1	5%	3%	9%	-4%	4%	11%	2%	-6%
CCn1c(Cc2ccccc2)nnc1SCc1cccc(C(=O)O)c1	5%	2%	-8%	-4%	-2%	9%	?	2%
CN1CCN(CC(=O)Nc2ccccc2Oc2ccccc2)CC1	6%	3%	6%	.	.	3%	.	7%
CNC(=O)c1cc(Nc2nnc(-c3ccc(O)cc3)c3ccccc23)ccc1OC	10%	-4%	-1%	6%	6%	-6%	-1%	-3%
O=C(O)c1cccnc1SCc1cn2cc(Br)ccc2n1	9%	0%	-5%	-8%	13%	7%	-1%	4%
O=C(N/N=C/c1ccc(N2CCOCC2)cc1)C1COc2ccccc2O1 (stereo unspecified)	0%	?	0%	7%	?	5%	-13%	-10%
Cc1ccc(N2C(=O)SC(Cc3ccccc3)C2=O)cc1 (stereo unspecified)	-14%	?	3%	.	.	4%	.	4%
